Source: PubChem (The Scripps Research Institute Molecular Screening Center)
pPAFAH inh – pPAFAH (human) enzyme inhibition | 1.5% of 330,000 active | Q13093 | recombinant pPAFAH, FP-rhodamine probe fluorescence polarization | inhibition, % at 3.39 µM;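 active = inhibition above the mean inhibition across the screen plus 3 SD, cut at about 25% in these data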;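 also: inhibitors block binding of the rhodamine activity-based probe so polarization drops; 0% = enzyme with DMSO and 100% = wells lacking pPAFAH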
LYPLA2 counter – LYPLA2 (human) inhibition in PME1 counter-screen. 0.38% of 320,000 active. recombinant LYPLA2, FP-Rh probe fluorescence polarization. inhibition, % at 5.9 µM. O95372;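 active = inhibition above the screen-wide mean plus 3 SD, limit set per campaign, cut at about 26% in these data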;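 also: 0% = LYPLA2 with DMSO and 100% = wells lacking LYPLA2 enzyme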
PAFAH1B2 inh – PAFAH1B2 (human) inhibition; P68402; recombinant PAFAH1B2, FP-rhodamine activity probe, fluorescence polarization; inhibition, % at 3.39 µM; 1.2% of 340,000 active; AID 492953;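 active = inhibition above the mean of all tested compounds plus 3 SD, cut at about 24% in these data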;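 also: 0% = enzyme with DMSO and 100% = wells lacking PAFAH1B2; many of its hits are not listed in these tables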
LYPLA1 counter – counter-screen for PME1 inhibitors: inhibitors of human LYPLA1; recombinant LYPLA1, FP-Rh probe fluorescence polarization; AID 2174; 0.16% of 320,000 active; inhibition, % at 5.9 µM;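 active = inhibition above the mean of all tested compounds plus 3 SD, set per campaign, cut at about 14% in these data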;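 also: inhibitors block serine hydrolase probe labeling of LYPLA1 so polarization falls; 0% = enzyme with DMSO and 100% = wells lacking LYPLA1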
Target sequence (O75608 whole entry, looked up): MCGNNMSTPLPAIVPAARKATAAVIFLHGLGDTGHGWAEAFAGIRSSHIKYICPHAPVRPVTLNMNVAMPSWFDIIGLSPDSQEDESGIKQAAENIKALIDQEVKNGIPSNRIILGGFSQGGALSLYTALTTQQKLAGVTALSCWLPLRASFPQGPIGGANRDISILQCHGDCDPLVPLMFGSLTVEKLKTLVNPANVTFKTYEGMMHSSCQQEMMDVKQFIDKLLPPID
PAFAH2 inh – inhibitors of human PAFAH2. Q99487. recombinant PAFAH2, FP-rhodamine activity probe, fluorescence polarization. inhibition, % at 3.39 µM. 0.99% of 340,000 active. AID 492956;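 active = inhibition above the mean over all tested compounds plus 3 SD, cut at about 30% in these data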;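 also: inhibitors block probe labeling of enzyme so polarization drops; 0% = enzyme with DMSO and 100% = wells lacking PAFAH2 protein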
PAD4 inh – PAD4 (human) enzyme inhibition | Q9UM07 | recombinant PAD4, RCA probe fluorescence polarization | inhibition, % at 6.36 µM | 0.41% of 330,000 active | AID 485272;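 active = percent inhibition above a cutoff equal to the mean of all tested compounds plus 3 SD, cut at about 15% in these data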;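 also: 0% = PAD4 with RCA probe and DMSO and 100% = probe without PAD4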
Target sequence (Q9UM07 whole entry, looked up): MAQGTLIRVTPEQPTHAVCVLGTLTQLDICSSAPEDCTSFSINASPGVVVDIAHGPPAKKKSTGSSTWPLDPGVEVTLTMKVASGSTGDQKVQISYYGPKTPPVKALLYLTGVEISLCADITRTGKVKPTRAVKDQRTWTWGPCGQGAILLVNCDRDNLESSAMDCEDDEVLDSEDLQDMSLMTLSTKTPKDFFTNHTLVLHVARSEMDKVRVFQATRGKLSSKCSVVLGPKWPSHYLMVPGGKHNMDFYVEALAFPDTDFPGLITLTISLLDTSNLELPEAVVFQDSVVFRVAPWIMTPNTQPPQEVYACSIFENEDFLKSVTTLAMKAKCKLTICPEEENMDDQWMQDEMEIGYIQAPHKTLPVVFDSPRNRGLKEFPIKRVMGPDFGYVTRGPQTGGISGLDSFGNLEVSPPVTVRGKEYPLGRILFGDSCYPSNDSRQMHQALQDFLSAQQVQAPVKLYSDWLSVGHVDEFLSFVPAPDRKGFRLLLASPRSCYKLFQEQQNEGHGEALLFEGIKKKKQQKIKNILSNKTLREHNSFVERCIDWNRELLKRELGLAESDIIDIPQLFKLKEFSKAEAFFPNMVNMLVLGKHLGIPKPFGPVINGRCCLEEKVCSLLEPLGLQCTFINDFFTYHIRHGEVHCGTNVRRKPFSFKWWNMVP
PME-1 primary – PME-1 (human) inhibition; Q9Y570; recombinant PME-1, FP-Rh probe fluorescence polarization; inhibition, % at 5.9 µM; 0.53% of 320,000 active;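 active = inhibition above the campaign mean of all compounds plus 3 SD, cut at about 26% in these data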;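 also: competitive labeling of PME-1 active site by serine hydrolase directed probe; 0% = PME-1 with DMSO and 100% = wells lacking PME-1 enzyme; inhibitors block probe labeling so polarization falls and inhibition rises; many of its hits are not listed in these tables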
GSTO1 counter – blocks human GSTO1 in RBBP9 counter-screen. P78417. recombinant GSTO1, activity-based probe fluorescence polarization. inhibition, % at 5.96 µM. 1.1% of 300,000 active;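 active = inhibition above the campaign mean inhibition plus 3 SD, cut at about 35% in these data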;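 also: 0% = GSTO1-1 with DMSO and 100% = wells lacking GSTO1-1 enzyme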
PAFAH1B3 FP inh – PAFAH1B3 (human) inhibition | AID 492972 | 0.28% of 340,000 active | Q15102 | inhibition, % at 3.39 µM | recombinant PAFAH1B3, FP-rhodamine probe, fluorescence polarization;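 active = inhibition above the screen-wide average of all tested compounds plus 3 SD, cut at about 25% in these data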;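 also: 0% = enzyme with DMSO only and 100% = wells lacking PAFAH1B3 protein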
* hit, by the source's call; . = not tested or not shown; & = joins results of further samples. This is a subset, so the mix of outcomes need not match the whole.

SMILES | pPAFAH inh | LYPLA2 counter | PAFAH1B2 inh | LYPLA1 counter | PAFAH2 inh | PAD4 inh | PME-1 primary | GSTO1 counter | PAFAH1B3 FP inh
O=S(=O)(/N=C(/Nc1cc(N2CCOCC2)ncn1)c1ccc(F)cc1)c1ccccc1 | -2 | -6 | 4&16 | -3 | 5&12 | -10 | -5 | -2 | 0&5
Cn1nnc(NC(=O)c2cccc(F)c2)n1 | 0 | -1 | -7 | 0 | -7 | -2 | -2 | 6 | 16
CCOC(=O)c1nc(NCc2cccc(OC)c2)c2ccccc2n1 | -2 | -5 | 3 | -1 | -1 | 0 | 2 | 4 | 11
COC(=O)/C(=C/c1c[nH]c2ccccc12)[N+](=O)[O-] | -1 | 8 | -6 | 0 | 2 | -4 | 4 | 5 | -3
CSc1nc(SCC(=O)O)c2c3c(sc2n1)COC(C)(C)C3 | 2 | 3 | 10 | 4 | 2 | 2 | -1 | 3 | 11
O=C(NCCN1CCOCC1)c1cc(Cl)ccc1[N+](=O)[O-] | -5 | 2 | . | -1 | . | -3 | 2 | 1 | .
CC(=O)C1=C(O)C(=O)N(c2nccs2)C1c1ccccc1 (configuration not stated) | 0 | -1 | 10 | 3 | -3 | -5 | -3 | 5 | 0
Cc1cccc(N(CC(=O)NCCSCc2ccco2)S(=O)(=O)c2ccccc2)c1 | -6 | 3 | 0 | 2 | 3 | -11 | 1 | -6 | -3
CCCNC(=O)c1cccc(COCC(F)(F)F)c1 | 0 | 1 | -4 | 1 | -8 | -1 | 3 | 18 | 2
Cc1ccc(NC(=O)COC(=O)C2CC3CCCC(C2)C3=O)c([N+](=O)[O-])c1 (configuration not stated) | 3 | 7 | 6 | 0 | 23 | 2 | 1 | . | 4
Cn1c2ccsc2c2ncn(Cc3ccc(F)cc3)c(=O)c21 | 6 | . | 4 | . | -4 | -7 | . | . | 11
Cc1ccc2c(c1)NCC(C(=O)NCc1ccccc1)O2 (configuration not stated) | -4 | -5 | 6 | -3 | 4 | 2 | -10 | 4 | -3
CS(=O)(=O)N(CC(=O)O)c1cc(C(F)(F)F)ccc1Cl | 5 | 2 | 0 | 1 | 1 | 1 | 2 | 1 | -1
CCOC(=O)c1cnc2c(N=Nc3ccccc3)c(N)nn2c1N | 4 | 0 | 5 | 1 | 0 | -4 | 7 | -3 | -3
CN(C(=O)CSc1nnc(C2CC2)n1C1CC1)C1(C#N)CCCCC1 | 3 | 7 | 2 | 4 | -6 | 3 | 1 | . | 2
COCCOC1CCN(C(=O)c2cc(COc3ccc(F)cc3F)on2)CC1 | 0 | 4 | 1 | -2 | 2 | 2 | -3 | 10 | -3
Cc1ccccc1Cn1cc(/C=N/n2cnnc2)c2ccccc21 | 3 | 2 | 3 | -3 | -3 | -1 | -5 | -3 | -4
FC(F)(F)c1cnc(N/N=C/c2ccncc2)c(Cl)c1 | 1 | 9 | 4 | -5 | -1 | -4 | -3 | 1 | 6
COc1ccccc1CN(C)c1nnnn1-c1ccccc1 | 0 | 5 | -4 | 1 | 15 | -3 | -3 | 11 | 7
O=C(NCc1ccc2c(c1)OCO2)c1ccccc1Cl | 3 | 0 | 0 | 1 | 0 | 0 | 3 | -6 | -6
CCN(CC(=O)NC(C)(C)C)C(=O)c1ccccc1SCC(=O)NC1CCCCCCC1 | 0 | 3 | -1 | -4 | -3 | 3 | 3 | -5 | -1
Cc1[nH]nc2c1C1(CCN(Cc3ccccc3)CC1)C(C#N)=C(N)O2 | -2 | 3 | 1 | 3 | 21 | -10 | -7 | 2 | 2
Cc1ccc(N(C(=O)c2csnn2)C(C(=O)NC2CCCC2)c2ccncc2)c(C)c1 (configuration not stated) | -12 | -2 | 3 | 5 | -7 | -6 | -3 | -2 | -5
Cc1csc(NC(=O)CSc2ccc3nnc(-c4ccncc4)n3n2)n1 | -1 | 0 | 2 | -4 | 0 | 0 | 2 | 2 | -6
O=S(=O)(c1ccccc1)N1CCN(Cc2ccc(Cl)cc2)CC1 | 2 | 3 | 7 | 6 | 3 | -6 | -3 | -1 | 6
CCN(CC)S(=O)(=O)c1ccc(C(=O)Oc2coc(CSc3nc(C)cc(C)n3)cc2=O)cc1 | -1 | -3 | 3 | -1 | -9 | -2 | -10 | -2 | 10
Cc1ccc(N=Cc2c(O)n(-c3nccs3)c(=O)c3ccccc23)cc1 | -3 | 3 | 2 | 1 | 7 | 1 | -11 | 0 | 11
NC(=NC(=O)c1ccc(OCC(F)(F)F)nc1)c1ccc(Cl)cc1 | 7 | -17 | 3 | -5 | -4 | -1 | -12 | -2 | 7
CCN(CC(=O)NCc1cccs1)C(=O)c1ccc(OC)c(OC)c1 | 2 | 2 | 2 | 1 | -1 | -2 | 1 | 1 | -4
Cc1cccc(NC(=O)c2ccc(COc3ccccc3[N+](=O)[O-])o2)n1 | 8 | -3 | -1 | -2 | 3 | 5 | 5 | -1 | 6
CCOc1ccc(S(=O)(=O)n2cnc(C)c2)cc1 | -3 | -6 | 5 | -1 | 2 | -1 | -13 | 0 | 9
O=C(NCc1ccccc1CN1CCCC1)c1ccc(Cl)c(N2CCCC2=O)c1 | 5 | 3 | 1 | -4 | 4 | -5 | 6 | . | 2
OC(c1ccccc1)(c1ccccc1)c1ncc[nH]1 | -1 | -4 | 6 | -4 | -8 | -1 | 0 | 7 | 7
O=C(CSC(=S)N1CCCC1)Nc1cc2c(cc1Br)OCCO2 | 1 | -1 | -3 | 4 | 6 | -1 | -3 | -1 | 10
Cc1ccc(OCCCN2C(=O)C(=O)c3cc(C)ccc32)cc1 | 1 | 9 | -2 | -3 | -3 | 0 | 0 | 13 | 0
COCc1cc(=O)oc2cc(NS(=O)(=O)c3ccc(C)cc3)ccc12 | 9 | 13 | . | 1 | . | 6 | 0 | 7 | .
Cc1ccc(S(=O)(=O)N2CCN(C(=O)CCC(=O)OCC(=O)Nc3cccc(C#N)c3)CC2)cc1 | 1 | 0 | 7 | -1 | 6 | 1 | 3 | 3 | 4
Cc1c(NC(=O)C(C)N2C(=O)NC3(CCC(C)CC3)C2=O)c(=O)n(-c2ccccc2)n1C (configuration not stated) | -5 | 3 | -3 | 0 | 3 | 0 | 1 | 7 | 12
Cc1cccc(C)c1NC(=S)N1CCCCCC1 | -2 | -1 | 10 | 1 | 12 | 4 | -4 | 5 | 3
CNC(=O)Nc1cc(C(F)(F)F)cc(C(F)(F)F)c1 | 3 | -3 | -2 | -3 | -9 | -7 | -3 | 2 | 2
CCC(C)NC(=O)/C=C/c1ccc(S(=O)(=O)NCc2ccco2)cc1 (configuration not stated) | 3 | -14 | 1 | -17 | -8 | 4 | 10 | -364 | 7
N#CCCn1cc(C(=O)Nc2ccccn2)c(-c2ccccc2)n1 | 7 | 4 | 2 | -2 | 8 | -5 | -2 | 6 | 19
O=C(COc1ccccc1Br)Nc1ccccc1C(F)(F)F | 5 | 4 | 1 | 2 | -1 | -2 | 1 | 8 | -4
CCCC(C(=O)NC1CCCC1)N(Cc1ccccc1)C(=O)c1snc(C(N)=O)c1N (configuration not stated) | 4 | 1 | -2 | -1 | -12 | 1 | 1 | 2 | 1
COc1cccc(NC(=O)Cc2nnc(SCCOc3ccccc3)n2C)c1 | 4 | 0 | -3 | -2 | 0 | 0 | -1 | 7 | 4
O=C(NC1CCCC1)c1ccc(Cl)c(S(=O)(=O)N2CCOCC2)c1 | 7 | 6 | 3 | 3 | -2 | -3 | 1 | 5 | 15
COc1cc(-c2[nH]nc3c2C(c2ccco2)C(C#N)=C(N)O3)cc(OC)c1OC (configuration not stated) | 2 | 6 | 5 | -1 | 5 | -3 | -3 | 21 | 9
O=C(O)CC1(CC(=O)Nc2cccc(C(F)(F)F)c2)CCCC1 | 4 | -2 | 3 | -2 | 5 | -2 | -3 | -5 | 7
CC(=O)Oc1c(-c2ccco2)oc2ccccc2c1=O | 0 | 5 | 3 | 1 | 1 | -1 | -1 | 10 | 6
Cc1ccc(C)c(NC(=O)CN(C)C(=O)C2CCN(C(=O)Nc3ccccc3)CC2)c1 | -4 | 3 | -3 | -3 | 3 | 3 | -5 | 4 | 8
CCCN(CCC)C(=O)Cn1c(=O)n(CCCCC(=O)NCc2ccco2)c(=O)c2ccccc21 | 4 | 4 | 2 | 1 | 10 | -1 | 1 | 2 | 0
Cc1noc(C)c1COC(=O)CCC(=O)c1ccc(F)cc1 | 5 | -3 | 3 | 0 | 3 | -1 | -3 | 5 | 3
O=C(Cn1c(=O)n(CCCC(=O)NC2CCCC2)c(=O)c2ccccc21)NCCC1=CCCCC1 | 1 | -1 | 6 | -1 | -4 | -1 | -6 | 1 | 10
Cc1cccc([N+](=O)[O-])c1C(=O)O | -1 | 5 | -2 | 3 | -2 | 0 | -1 | . | 0
CCOC(=O)c1c(S(=O)(=O)NCC(=O)Nc2cccc(C)n2)c(C)n(C)c1C | 4 | 2 | -2 | -4 | 3 | -5 | -3 | 0 | 4
